PKA-R1A act – activates the PKA-R1A holoenzyme complex; P00514+P68181; activation, % at 11.4 µM; hit rate 0.083% among 340,000; PKA-R1A dissociation, Cy5-IP20 fluorescence polarization; scaled: DMSO 0%, 113 µM cGMP 100%;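 active means percent activation above the mean of all tested compounds plus 3 SD, cut at about 19% in these data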;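 further: higher means more PKAc released from R1A so a rise in polarization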
MOR-DOR ag – agonists of human mu-delta opioid receptor heterodimerization; cells, OPRM1-OPRD1 heterodimerization, luminescence; activation, % at 9.3 µM; hit rate 0.3% among 340,000; in the data active means activation above about 18%;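 further: 0% = vehicle-treated cells and 100% = reference agonist; values of inactives mirror those of a sister screen read the other way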
Ecoli viability – reduces bacterial viability in AddAB counter-screen | hit rate 0.27% among 330,000 | inhibition, % at 11.9 µM | E. coli V3065 growth, OD600 absorbance, 18 h | AID 449728;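 active means inhibition above the campaign's mean inhibition across all tested compounds plus 3 SD, cut at about 9.9% in these data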;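 further: uninfected addAB+ strain grown without phage in ampicillin broth; 0% = DMSO wells and 100% = ciprofloxacin 0.95 µg/ml wells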
AddAB inh – less growth of phage-infected E. coli with AddAB | E. coli expressing H. pylori AddAB, absorbance growth | inhibition, % at 11.9 µM | hit rate 0.29% among 330,000 | AID 435030; in the data active means inhibition above about 12%;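 further: 0% = vehicle wells of infected cells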
phage Ecoli inh – E. coli growth loss with phage present. hit rate 0.26% among 360,000. inhibition, % at 11.9 µM. growth absorbance. AID 651602; in the data active means inhibition above about 11%
PfHsp90 set2 – growth inhibition of yeast expressing Plasmodium Hsp90; AID 504621; S. cerevisiae expressing PfHsp90, BacTiter-Glo ATP, 48 h; yeast lacking PDR1 and PDR3 efflux regulators; inhibition, % at 9.4 µM; hit rate 0.32% among 310,000;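 active means every replicate shows inhibition above about 80%, whatever the replicate mean, limit read from the data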;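 further: 0% = DMSO neutral controls and 100% = 20 µM radicicol positive controls; yeast relying on Plasmodium falciparum Hsp90 in place of its own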
Tat export inh – blocks Tat-dependent protein export in E. coli; hit rate 0.036% among 340,000; E. coli MC4100 TorA-mCherry Tat export, fluorescence; AID 488895; inhibition, % at 10 µM;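 active means mean replicate inhibition at least 50% and at least half of replicates individually reaching 50%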;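 further: exported cargo escapes ClpAP degradation while cytoplasmic cargo is degraded and loses fluorescence; 0% = median of neutral control wells and 100% = median of NaSCN control wells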
PKA-R2B act – activates the human PKA-R2B holoenzyme complex; P22694+P31323; PKA-R2B holoenzyme dissociation, Cy5-IP20 fluorescence polarization; R2B truncated from residue 108, S112A mutant; 0% DMSO only, 100% 113 µM cGMP; activation, % at 11.4 µM; hit rate 0.079% among 340,000; AID 504700;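 active means activation above a cutoff set at the mean over all compounds plus 3 SD, cut at about 18% in these data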;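 further: higher means more holoenzyme dissociation and a rise in polarization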
Target sequence (P31323 whole entry, looked up, other chains not shown, the tested form may be a part): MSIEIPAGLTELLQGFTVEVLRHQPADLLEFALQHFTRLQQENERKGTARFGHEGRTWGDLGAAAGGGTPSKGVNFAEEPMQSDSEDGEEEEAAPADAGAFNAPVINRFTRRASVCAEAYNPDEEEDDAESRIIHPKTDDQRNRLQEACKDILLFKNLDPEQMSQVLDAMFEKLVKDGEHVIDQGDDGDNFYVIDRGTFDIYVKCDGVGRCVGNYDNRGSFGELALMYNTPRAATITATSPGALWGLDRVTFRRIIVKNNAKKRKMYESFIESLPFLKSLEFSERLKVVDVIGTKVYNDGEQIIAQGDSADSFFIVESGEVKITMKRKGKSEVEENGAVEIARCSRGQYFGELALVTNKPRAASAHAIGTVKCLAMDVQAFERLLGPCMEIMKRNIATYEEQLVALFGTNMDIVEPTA
Mot1-301 SUMO – blocks SUMOylation pathway, rescuing yeast Mot1-301 growth; growth rescue, % at 18.8 µM; S. cerevisiae Mot1-301 growth rescue, ATP luminescence, 38.5C; percent above DMSO median, 100 means doubled; hit rate 1% among 320,000; AID 2716;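 active means every valid replicate shows activation above 250% relative to neutral control wells; inactive means the rest, any valid replicate at or below 250%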;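 further: OY570 slx delta 5 strain wells were the positive control but not used for scaling; some compounds called inactive have numbers as strong as hits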
OPRM1-OPRD1 inv – mu-delta opioid heterodimer inverse agonism; cell-based MOR-DOR heterodimer luminescence; hit rate 0.21% among 340,000; inhibition, % at 9.3 µM; P35372+P41143; in the data active means inhibition above about 22%, passing the limit was not always enough;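 further: 0% = cells with DMSO and 100% = wells without cells with DMSO; values of inactives mirror those of a sister screen read the other way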
HTR5A inv ag – counter-screen for OPRM1-OPRD1 inverse agonists: human HTR5A inverse agonism | hit rate 0.083% among 340,000 | HTR5A cell line, luminescence | inhibition, % at 9.3 µM; in the data active means inhibition mostly above about 23%, no sharp cut-off; inactive means mostly below about 18%;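 further: 0% = cells with DMSO and 100% = no-cell wells with DMSO; some compounds called inactive have numbers as strong as hits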
Target sequence (P47898 whole entry, looked up): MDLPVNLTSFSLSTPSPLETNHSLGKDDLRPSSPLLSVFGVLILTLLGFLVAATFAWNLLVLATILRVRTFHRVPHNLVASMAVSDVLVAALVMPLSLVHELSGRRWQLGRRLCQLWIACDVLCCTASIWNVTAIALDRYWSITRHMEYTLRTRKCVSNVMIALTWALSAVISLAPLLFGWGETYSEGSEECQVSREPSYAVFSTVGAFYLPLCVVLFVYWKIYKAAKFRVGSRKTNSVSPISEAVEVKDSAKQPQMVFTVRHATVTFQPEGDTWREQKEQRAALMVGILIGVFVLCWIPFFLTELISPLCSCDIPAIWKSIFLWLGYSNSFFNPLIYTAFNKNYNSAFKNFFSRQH
Numbers without * were called inactive; i = inactive; x = not tested or not shown.

SMILES	PKA-R1A act	MOR-DOR ag	Ecoli viability	AddAB inh	phage Ecoli inh	PfHsp90 set2	Tat export inh	PKA-R2B act	Mot1-301 SUMO	OPRM1-OPRD1 inv	HTR5A inv ag
Cc1ccccc1C1CCCN(C(=O)c2cc(COc3c(F)cccc3F)on2)C1 (stereo unspecified)	-1	2.3	-2.3	-0.2	0.6	10	13	-11	-4	-12	8
CC(C)(C)C1CCc2c(sc(N)c2C(N)=O)C1 (stereo unspecified)	-10	2.1	-1.0	1.9	x	-8	-7	-11	x	-11	-4
O=C(N/N=C/c1ccsc1)c1ccccn1	-13	-1.7	1.8	3.5	4.2	29	-1	-11	51	9	-2
CSc1ccc(CN(C)C(=O)CSCC(=O)Nc2ccc(C)cc2)cc1	-3	-1.2	0.0	-1.9	-0.2	4	6	-4	14	8	-12
CC(=O)OCCNC(=O)Cn1cnc2c1c(=O)n(C)c(=O)n2C	3	x	1.4	-1.9	2.6	-8	-10	-13	x	x	x
O=C(COC(=O)c1cc(Br)ccc1O)c1ccc(F)cc1	-2	2.3	-1.1	1.3	4.7	18	-3	-4	-4	-12	-2
O=C(CSc1nc(-c2ccc(Cl)cc2)cs1)Nc1cccc([N+](=O)[O-])c1	-13	9.8	3.3	2.7	6.3	-4	-6	9	278	-71	-10
CC(C)(O)CC[C@H](OC(=O)c1ccccc1)[C@](C)(O)[C@H]1CC[C@@]2(O)C3=CC(=O)[C@@H]4C[C@@H](O)[C@H](O)C[C@]4(C)C3CC[C@]12C (stereo partly specified)	-5	-2.5	-1.0	1.2	2.0	20	-2	-6	37	11	10
Cc1ccc2oc(-c3ccccc3C(=O)O)cc(=O)c2c1	-7	-5.0	-2.1	-0.2	-0.1	-3	0	-1	-2	21	-2
CCC(=O)Nc1ccc(S(=O)(=O)Nc2cc(C)on2)cc1	11	-2.3	1.0	0.9	0.3	-30	0	-5	-9	12	8
CC1=C(C(=O)OC(C)C)C2(O)C(=O)c3ccccc3C2(O)N1 (stereo unspecified)	-13	-1.3	-2.3	1.4	-1.4	4	0	-2	9	8	3
COCCNC(=O)c1cc(-c2ccccc2OC)on1	1	-1.4	1.9	-2.1	3.6	-31	-2	0	-3	8	-1
Cc1cc(OCC(=O)N(C)Cc2ccccc2)ccc1Cl	-7	-4.6	-1.0	3.4	3.6	2	7	-7	10	21	-18
CCCCNC(=S)NNC(=O)c1c(Cl)c(C)nn1C	-8	-4.0	-1.2	0.0	2.5	-8	-12	-4	9	21	-16
CCN(CC)c1ccc(/C=C(\C#N)C(=O)NCc2ccccc2)cc1	-4	-3.9	-1.6	-0.2	x	-9	-4	-14	6	21	-12
O=C(CC(c1ccccc1)C1CCCCC1=O)c1ccco1 (stereo unspecified)	-12	-3.9	0.5	-1.7	2.4	7	-2	-1	-13	21	4
CCN1CCN=C1Nc1ccccc1	-1	-1.7	0.3	2.4	0.8	-9	-7	-2	14	10	-3
CC12CCCCC1(O)[N+](=O)C1=C(CCCC1)N2[O-] (stereo unspecified)	-5	-2.0	1.3	3.1	3.6	-7	-1	3	-6	9	-16
CC1CN(C(=O)Nc2ccc(F)cc2)C2(CCCCCC2)O1 (stereo unspecified)	-5	0.8	1.6	0.7	2.9	x	5	-1	6	-6	22
CC(C)NC(=O)CSc1nnc2sc3ccccc3n12	1	-1.7	-1.9	-1.7	x	-18	4	4	x	9	7
O=C(NCCN1CCOCC1)N1c2ccccc2Sc2ccccc21	-1	-1.4	1.4	1.0	-0.5	7	1	7	115	8	19
O=C(NCC(c1cccs1)N1CCOCC1)c1ccc(Cl)c([N+](=O)[O-])c1 (stereo unspecified)	1	-0.6	1.6	-0.9	3.6	0	-2	2	-6	3	-24
CCOc1ccccc1C(=O)NCC(=O)OCC(=O)N1C(C)CCCC1C (stereo unspecified)	-1	0.3	-2.4	1.7	2.7	-27	9	-8	-16	-2	15
CCOC(=O)CNc1c(-c2ccc(OC)cc2)nc2ccc(Cl)cn12	-1	-1.1	-1.9	0.2	-1.1	-16	1	-17	12	6	4
COC(=O)C1=C(C)NC(=S)NC1c1ccc(OC(=O)c2ccco2)cc1 (stereo unspecified)	2	-1.5	-2.8	1.2	2.3	x	-6	5	x	7	2
O=C(Nc1nnc(C2CCCC2)s1)C1CCN(S(=O)(=O)c2ccc(Cl)cc2)CC1	4	-1.7	-2.0	-2.0	0.2	-15	3	-1	-14	8	-16
Cc1cccc(CN2CCc3c([nH]c4ccccc34)C2C(C)(C)C)n1 (stereo unspecified)	-5	-1.6	1.8	0.8	0.1	11	-8	6	-6	8	-3
O=C(O)C1C2OC3C(OC(=O)C31)C2Br (stereo unspecified)	-6	-2.1	x	x	2.7	-7	-4	4	x	10	-12
CC(NC(=S)Nc1ccccc1)C(c1cccs1)N1CCOCC1 (stereo unspecified)	-12	-1.5	-0.2	0.3	0.5	-41	-2	1	65	8	-1
CCCCCCCCCNC(=O)[C@H](NC(=O)COc1ccccc1)[C@@H]1NC(C(=O)OC)C(C)(C)S1 (stereo partly specified)	-10	-2.0	-0.9	1.6	4.4	x	-3	11	10	11	13
COC(=O)CSc1nnc(CCc2ccccc2)n1C	9	-3.0	-0.5	2.2	1.8	-12	-2	-4	i	15	-20
Cc1ccc(-n2c(SCc3cc(=O)n4ccsc4n3)nnc2-c2cccnc2)c(C)c1	1	9.1	-1.8	-2.0	3.7	-6	-1	1	-20	-54	-8
CC1CCc2c(sc3nc(CSc4nnnn4C)[nH]c(=O)c23)C1 (stereo unspecified)	-9	-1.3	1.0	2.5	2.5	-1	6	-2	7	7	1
COc1ccccc1-n1c(N)c(C(=O)NCC2CCCO2)c2nc3ccccc3nc21 (stereo unspecified)	-8	-1.6	-0.1	3.7	3.3	-1	7	-1	-6	8	-16
Cc1cc(C)cc(N=c2c([N+](=O)[O-])nn(-c3cccc(Cl)c3)n2O)c1	1	7.2	-3.0	0.0	-0.1	-5	-1	3	16	-38	-25
Cc1cc(C)n(CC(=O)N/N=C/c2ccc3c(c2)OCO3)n1	-8	-0.4	-1.6	-1.6	4.3	-51	-2	-5	56	3	6
Cc1ccc(-c2[nH]c3ccccc3c2SCCNC(=O)c2ccc(S(=O)(=O)N3CCOCC3)cc2)cc1	-1	-1.2	-0.3	0.2	1.1	-2	3	16	4	7	-9
CN1CCCN(C(=O)Cc2c(Cl)cccc2Cl)c2nc3ccccc3nc21	6	-1.1	2.9	0.2	1.5	2	11	1	7	7	1
O=C(c1cccc(C(F)(F)F)c1)C1CCCN(C(=O)CCCn2cncn2)C1 (stereo unspecified)	-1	0.8	-0.9	1.2	2.5	-1	0	-6	-22	-4	-18
COc1ccc(-c2nn(C)c3sc(C(=O)NCCN(C)C)cc23)cc1OC	6	-0.8	-1.7	-0.6	0.6	4	-7	0	-11	4	4
Cc1ccc2[nH]c3c(=O)n(CC(=O)NCCCN(C)Cc4ccccc4)ncc3c2c1	-18	-2.6	-1.5	2.5	2.0	-9	2	-3	9	14	6
N#Cc1cc([N+](=O)[O-])ccc1NCCCn1ccnc1	4	1.8	2.6	-1.5	2.5	7	-4	8	20	-12	-21
COc1ccc(-c2cc(-c3ccccc3)no2)cc1	7	1.7	-0.6	3.9	3.5	15	-2	-3	-15	-10	20
COc1ccc(C)cc1NC(=O)CCS(=O)(=O)c1ccc2c(c1)oc(=O)n2C	-1	-1.8	1.1	2.0	1.3	5	-4	2	2	10	6
CCc1nnc(NC(=O)c2ccc(S(=O)(=O)NCC(C)C)cc2)s1	-1	-1.2	-0.1	0.2	2.1	-24	-2	3	12	6	13
CC(=O)N1N=C(c2ccccc2)CC1c1cn(Cc2ccccc2)c2ccccc12 (stereo unspecified)	-1	2.5	-3.0	-0.2	2.8	-21	1	-2	-11	-14	-6
C/C(=N\NC(=O)c1ccco1)c1ccc(-c2ccccc2)cc1	7	-1.0	3.2	3.9	2.4	11	-12	-11	-11	5	-9
COc1ccc(OC)c(C2CC(=O)C(C)C(c3cc(OC)ccc3OC)N2)c1 (stereo unspecified)	-18	1.1	11*	13*	2.2	22	4	8	-2	-6	-11
COCCn1nc2cc(C(=O)NCc3cc(C(F)(F)F)cc(C(F)(F)F)c3)ccc2c1OC	-8	-1.6	-1.9	3.5	-0.3	13	-3	-3	205	9	-22
CCOc1ccc(CCNC(=O)CN2C(=O)NC(CCSC)C2=O)cc1OCC (stereo unspecified)	-8	-2.6	-0.8	2.6	0.8	3	-2	-12	21	13	11
COc1ccc(Br)c(C(=O)OCC(=O)NC(=O)NC2CCCC2)c1	-10	9.1	2.4	1.7	-1.2	-8	10	-2	2	-36	-6
COc1ccccc1C(=O)NC(=O)COC(=O)c1nc2nc(C)cc(C)n2n1	-2	0.2	-0.5	3.9	1.0	7	-7	-2	x	-1	5
CNc1nc(OCC(F)(F)F)nc(N2CCOCC2)n1	15	-0.9	1.1	3.2	1.4	16	-1	-1	7	4	-3
Cc1cccc(N2C(=O)C3CCC(c4ccccc4)CC3C2=O)c1 (stereo unspecified)	-6	1.9	0.7	-0.2	5.8	-21	5	7	-13	-13	3
CCC(C(=O)OCC(=O)Nc1ccc(F)cc1)c1ccccc1 (stereo unspecified)	2	4.0	-0.9	2.2	0.3	3	0	2	16	-17	-5
CCOC(=O)c1cnc2c(C)c(C)ccc2c1NCCN1CCOCC1	-5	4.0	x	x	-0.4	-7	0	-1	x	-19	9
O=C(COC(=O)/C=C/c1cccc(C(F)(F)F)c1)NC(=O)NCc1ccco1	-7	2.8	0.2	1.0	-1.8	-6	14	-1	3	-11	5
Cc1c(C)c(C)c(CN2CCCC2)c(C)c1C	-2	-1.8	0.4	2.7	1.1	5	-5	-1	-23	9	13
COc1ccc(S(=O)(=O)NCC2CCCO2)c(Cl)c1Cl (stereo unspecified)	5	-1.9	-1.0	-0.9	0.2	-21	0	1	-8	11	6
O=C(CN1C(=O)NC(Cc2c[nH]c3ccccc23)C1=O)NC1CCCCC1 (stereo unspecified)	-5	0.2	2.3	2.1	-0.6	x	-5	4	5	-1	-1

Full records from above. Order of screens: PKA-R1A act, MOR-DOR ag, Ecoli viability, AddAB inh, phage Ecoli inh, PfHsp90 set2, Tat export inh, PKA-R2B act, Mot1-301 SUMO, OPRM1-OPRD1 inv, HTR5A inv ag
`CCOc1ccc(CCNC(=O)CN2C(=O)NC(CCSC)C2=O)cc1OCC` (stereo unspecified) across the screens: -8, -2.6, -0.8, 2.6, 0.8, 3, -2, -12, 21, 13, 11
`COc1ccc(OC)c(C2CC(=O)C(C)C(c3cc(OC)ccc3OC)N2)c1` (stereo unspecified) across the screens: -18, 1.1, 11*, 13*, 2.2, 22, 4, 8, -2, -6, -11
`CNc1nc(OCC(F)(F)F)nc(N2CCOCC2)n1` across the screens: 15, -0.9, 1.1, 3.2, 1.4, 16, -1, -1, 7, 4, -3
`COc1ccc(C)cc1NC(=O)CCS(=O)(=O)c1ccc2c(c1)oc(=O)n2C` across the screens: -1, -1.8, 1.1, 2.0, 1.3, 5, -4, 2, 2, 10, 6

Rows were taken by chance; about 2.2% have a hit in one of these screens.
